Bioassay records: PubChem BioAssay, several laboratories
T cell HTS – T cell immune modulators affecting CD8 T cell-vesicle binding | 2C CD8+ T cell-vesicle binding, flow cytometry; active compounds read low | calls only at 7 µM | hit rate 0.068% among 330,000 | AID 2052;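 active = response, share of CD8 T cells binding vesicles, and their 90th percentile fluorescence all below set limits, cut at about 80% in these data, passing the limit was not always enough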
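Also added: QL9-peptide-loaded Drosophila micro-vesicles bearing Ld, ICAM-1 and B7-1; Test system: purified 2C TCR transgenic mouse naive CD8+ T cells; Measured by: cytometric PE anti-B7-1 and Alexa647 anti-CD8 signals after 1% paraformaldehyde fixation; Timing: binding step 1.5 h, 37 °C, antibody labelling 20 min, ice.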
Dengue-2 NS5 capping – Dengue-2 NS5 methyltransferase inhibitors, primary screen, biochemical, confirmation dose response (AID 588689). Dengue-2 NS5 methyltransferase capping enzyme assay, biochemical; higher % means a stronger effect. inhibition, % at 25 µM, or IC50 in µM where a hit was titrated. hit rate 0.3% among 340,000; in the data active = a potency from the dose series
Salmonella PhoP GFP – inhibitors of PhoP regulon expression, primary screen, Salmonella Typhimurium, GFP reporter (AID 1863); S. Typhimurium PhoP-regulated promoter GFP reporter, 4 h; higher % means a stronger effect; inhibition, % at 50 µM; hits with a dose series show IC50 in µM; hit rate 0.16% among 300,000;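 active = inhibition over 29.93%, a cutoff 3 SD above the screen mean, later confirmed by dose response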;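 also: 0% = low Mg2+ inducing control and 100% = high Mg2+ repressing control; strong numbers were not always called active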
Large T inhibition – SV40 large T antigen inhibitors, biochemical (AID 1903); SV40 large T antigen ATPase/helicase inhibition assay; higher % means a stronger effect; hit rate 0.39% among 310,000; inhibition, % at 20 µM; hits with a dose series show IC50 in µM; in the data active = a potency from the dose series; also: strong numbers were not always called active
Rac1 GTP hydrolysis – MgcRacGAP GTPase-activating activity inhibitors, confirmation, biochemical, ADP Hunter fluorescence | MgcRacGAP-stimulated Rac1 GTP hydrolysis, ADP Hunter fluorescence; higher % means a stronger effect; GST-tagged Rac1 F28L mutant substrate | hit rate 0.6% among 340,000 | inhibition, % at 30 µM, or IC50 in µM where a hit was titrated;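 active = first-screen hits whose inhibition reached a set limit at any dose in the follow-up dose series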;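 also: fluorescence reports GDP produced by GAP-driven GTP hydrolysis; strong numbers were not always called active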
RSV CPE inhibition – RSV antiviral activity via CPE protection, HEp-2 cells, primary 10 µM value included (AID 2391). HEp-2 cells, RSV-induced CPE inhibition; higher % means a stronger effect. CPE inhibition, % at 10 µM; hits with a dose series show IC50 in µM. hit rate 0.13% among 310,000; in the data active = a potency from the dose series; also: strong numbers were not always called active
West Nile virus CPE – inhibition of WNV-induced cytopathic effect – cell-based, CPE readout (AID 1621) | West Nile virus-infected cells, CPE inhibition; higher % means a stronger effect | CPE inhibition, % at 10 µM, or IC50 in µM where a hit was titrated | hit rate 0.02% among 290,000; in the data active = a potency from the dose series; also: strong numbers were not always called active
UTI89 phage lysis – protection from phage-mediated lysis, alamar blue read-out – E. coli UTI89, K1F phage, bacterial capsule biogenesis inhibitors (AID 488966). E. coli UTI89 K1F phage lysis, alamar blue, 2 h; higher % means a stronger effect. one-dose inhibition, % at 100 µM; IC50 in µM for titrated hits. hit rate 0.02% among 340,000;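 active = phage lysis inhibition, versus mean bacterial control, above a set limit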;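 also: capsule biogenesis inhibitors block K1F phage lysis so surviving cells raise fluorescence; higher fluorescence means more inhibition of phage lysis; actives were called in the ten point dose series up to 300 µM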
NTR1 ag – NTR1-driven beta-arrestin-GFP spot formation – imaging, U2OS cells, high content, primary screen (AID 493036). P30989. agonist mode. activation, % at 20 µM. hit rate 0.17% among 330,000;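 active = activation at or above 40% of the spot to cytoplasm intensity ratio, with at least 20 cells analyzed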;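 also: 0% = DMSO without peptide and 100% = 100 nM NTR1 peptide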
Target sequence (P30989 whole entry, looked up): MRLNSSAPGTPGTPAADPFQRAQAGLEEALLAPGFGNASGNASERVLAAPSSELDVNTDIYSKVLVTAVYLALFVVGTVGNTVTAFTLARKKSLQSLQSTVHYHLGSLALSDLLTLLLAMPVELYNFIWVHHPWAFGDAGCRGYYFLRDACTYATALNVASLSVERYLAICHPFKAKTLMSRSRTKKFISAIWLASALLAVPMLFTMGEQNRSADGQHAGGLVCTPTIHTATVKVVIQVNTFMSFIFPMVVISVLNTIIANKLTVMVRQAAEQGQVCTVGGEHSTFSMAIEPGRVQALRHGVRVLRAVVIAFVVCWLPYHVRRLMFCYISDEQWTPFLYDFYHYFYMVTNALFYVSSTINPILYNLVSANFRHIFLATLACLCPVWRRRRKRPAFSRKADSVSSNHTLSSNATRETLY
T cell HTS vesicle-bound % – also measured in T cell HTS; calls as there; double positive events, %; measured here: CD8+ vesicle-bound cell fraction;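 binding gate set so that unloaded-vesicle control wells show 10% double positive cells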
NTR1 ag cell count 20 µM – further read-out of NTR1 ag, marked with its call; cell count; measured here: cell count, cytotoxicity flag
Dengue-2 NS5 capping pilot replicate – also measured in Dengue-2 NS5 capping; calls as there; inhibition, %; measured here: pilot screen replicate inhibition
* hit, by the source's call; i = inactive; . = not tested or not shown; [ ] = another dose, or the depositor's remark.

SMILES | T cell HTS | T cell HTS vesicle-bound % | Dengue-2 NS5 capping | Salmonella PhoP GFP | Large T inhibition | Rac1 GTP hydrolysis | RSV CPE inhibition | West Nile virus CPE | UTI89 phage lysis | NTR1 ag | NTR1 ag cell count 20 µM | others
CCc1ccc(NC(=O)Cn2cccc2)cc1 | i | 55 | -4% | 8% | 11% | 8% | 0.9% | 0.1% | 0.1% | -2.2 | 75
Cc1ccc(Cl)cc1N1CCN(C(=O)CCS(=O)(=O)c2ccc3c(c2)NC(=O)CO3)CC1 | i | 11 | 8% | 13% | 5% | 10% | 3.0% | 0.0% | 0.5% | 2.9 | 56
CCOc1ccc(C(=O)/C=C/Nc2ccc(S(=O)(=O)Nc3cc(C)nc(C)n3)cc2)cc1 | i | 40 | . | -2% | 3% | . | 4.4% | -0.1% | . | -0.4 | 46
COc1cc(C(=O)N/N=C/c2cn(Cc3cccc(F)c3)c3ccccc23)ccc1O | i | 60 | -2% | 1% | 26% | 29% | 5.1% | 0.7% | -1.1%[50 µM] | 8.6 | 57
COc1ccc(N2CC(C)Cn3c2nc2c3c(=O)n(CCc3ccccc3)c(=O)n2C)cc1 (stereo not given) | . | . | -1% | . | . | 1% | . | 0.0% | 7.5% | . | .
Cc1ccc(S(=O)(=O)N(C)C)cc1NC(=O)COC(=O)c1n[nH]c(=O)c2ccccc12 | i | 59 | 0% | 10% | 2% | 8% | 0.6% | 0.5% | 0.3% | -0.8 | 49
CCOc1cc(NC(=S)NCCCN(C)C)c(OCC)cc1NC(=O)c1cccs1 | i | 54 | 0% | -3% | 8% | 10% | 0.2% | -1.3% | 7.9% | 0.6 | 56
c1ccc(-c2cn(-c3ccccc3)c3[n+]2CCCS3)cc1 | i | 9 | 7% | 0% | 4% | 3% | 6.6% | 2.2% | -0.9% | -0.2 | 44
Cc1nc2ccccn2c1C(=O)NNS(=O)(=O)c1ccc(Cl)cc1 | i | 19 | 10% | 0% | 13% | 4% | 4.5% | 0.6% | -0.3% | 0.1 | 46
COc1ccc(S(=O)(=O)N2CCN(C(=O)CCSc3ccccc3)CC2)cc1 | i | 43 | -6% | . | . | 8% | 1.0% | . | 0.2%[50 µM] | 1.5 | 63
Cc1nc(N)nc(SCc2ccc([N+](=O)[O-])cc2)c1N | i | 49 | 5% | 4% | 13% | 10% | 1.5% | -0.8% | 0.2% | 0.7 | 108
O=C(NCCCc1ccccc1)C1CCN(S(=O)(=O)c2ccc(F)cc2)CC1 | i | 25 | 2% | -2% | 12% | 9% | -1.2% | -0.5% | 1.9% | -1.2 | 68
O=C(CSc1cccc[n+]1[O-])NC1CCCCC1 | i | 43 | 3% | . | . | 4% | . | . | 0.8%[50 µM] | 0.9 | 76
Cc1sc2ncn(CC(=O)NCCCC(=O)N3CCC(C(N)=O)CC3)c(=O)c2c1C | i | 33 | -6% | -3% | 3% | 9% | -0.2% | 0.1% | 0.3% | -0.1 | 61
N/C(=N\OC(=O)CCn1cccc(C(F)(F)F)c1=O)c1ccc(OC(F)(F)F)cc1 | i | 35 | . | 2% | 3% | . | . | -0.2% | . | -0.6 | 44
O=C1C2=C(c3ccccc31)[N+](=O)C1CCCCC1N2[O-] (stereo not given) | i | 46 | 0% | -2% | 13% | 1% | 0.6% | 0.2% | 2.0%[50 µM] | 0.9 | 51
O=C(CCCn1cnc([N+](=O)[O-])n1)Nc1ccc(F)c(Cl)c1 | i | 18 | 4% | 0% | 8% | 12% | 0.7% | -0.5% | 0.1% | -0.5 | 52
Cc1cc(/C=C2/C(=O)NN(c3ccccc3)C2=O)c(C)n1-c1ccc(O)cc1 | i | 27 | 6% | -4% | 31% | 2% | 4.6% | -1.2% | 1.0% | 4.9 | 47
CC1(C)C2CCC1(C)C(OC(=O)CCn1ccnc1)C2 (stereo not given) | i | 30 | 3% | -4% | 6% | -2% | 2.4% | -0.2% | 0.6% | 0.4 | 41
CC(C)C(C(=O)NCC1CCCO1)N(C(=O)CNS(=O)(=O)c1ccccc1)C1CCCCC1 (stereo not given) | i | 30 | -1% | 5% | 19% | 7% | -0.1% | -0.1% | -0.1% | -0.9 | 46
Cc1ccc(NC(=O)Cc2ccccc2)c(C)c1 | i | 64 | . | -1% | 7% | . | 0.5% | -0.7% | . | -0.2 | 93
CC(=O)NNc1cc(C)nc(N)n1 | i | 44 | . | -3% | 4% | . | 1.1% | 0.6% | . | -0.2 | 44
CC(C)CCNC(=O)NC(=O)COC(=O)CCN=C1NS(=O)(=O)c2ccccc21 | i | 58 | -6% | -10% | 9% | 1% | 3.3% | -0.2% | 0.3% | -0.7 | 63
COc1cccc(OCC(=O)N2CCCc3ccccc32)c1 | i | 26 | 7% | 2% | 22% | 3% | 2.8% | -0.8% | 0.1% | -1.3 | 39
Cc1cc(Cl)ccc1NC(=O)CN1C(=O)C(=O)N(C2CCCC2)C1=O | i | 42 | -3% | . | . | 10% | 0.5% | . | 0.8%[50 µM] | -1.1 | 58
CC(/C=N\NC(=O)CN1CCN(Cc2ccccc2)CC1)=C\c1ccco1 | i | 36 | 0% | -7% | 14% | 12% | 1.1% | 0.0% | 0.1% | -0.1 | 72
CCOC(=O)CSc1n[nH]c(NC(C)=O)n1 | i | 62 | -4% | -9% | 5% | 2% | 3.1% | -0.5% | 0.5% | -0.4 | 95
COc1ccc(N=Cc2cc3c(cc2O)OC(N)=C(C#N)C3c2ccccc2)cc1 (stereo not given) | i | 34 | -9% | -2% | 16% | 15% | 44% | -0.6% | -2.8% | 3.2 | 46
COC(CNC(=O)c1cccc(-n2c(=S)[nH]c3cc(Cl)ccc3c2=O)c1)OC | i | 17 | 1% | -6% | 6% | 5% | 0.3% | 0.6% | -0.4% | -0.2 | 50
CCOC(=O)c1c(C)n(C)c2cc(CN(C)C)c(O)c(S(=O)(=O)c3ccccc3)c12 | i | 49 | 6% | 8% | 22% | 4% | 1.6% | -0.1% | -1.3% | -1.8 | 104
CC1(C)OC2OC(C(=O)N/N=C/c3cc(Br)ccc3O)C3OC(C)(C)OC3C2O1 (stereo not given) | i | 49 | -1% | 3% | 1% | 11% | 1.1% | -0.9% | -1.3% | 1.3 | 49
CCCCCCCOc1ccc(C(=O)Nc2cccnc2)cc1 | i | 46 | 6% | 3% | 8% | -1% | 1.8% | -0.1% | -0.7% | 1.4 | 60
CCCCc1nc2cc(C(=O)N3CCNC(=O)C3CC(=O)OC)ccc2o1 (stereo not given) | i | 70 | 1% | -6% | 27% | 5% | 0.6% | 0.0% | 1.9%[50 µM] | -0.3 | 68
CC(C)N1CCN(S(=O)(=O)c2ccc3ccccc3c2)CC1 | i | 58 | 0% | -3% | 6% | 30% | -0.2% | -0.1% | 0.1% | 2.6 | 47 | Dengue-2 NS5 capping pilot replicate=-3.4
O=C1CSC(=S)N1/N=C/C=C/c1ccccc1 | i | 20 | -3% | 22% | 38% | 11% | 2.0% | -1.1% | 6.8% | 1.2 | 41
Cc1ccc(S(=O)(=O)Oc2cccc(N3C(=O)C4CC=CCC4C3=O)c2)cc1 (stereo not given) | i | 40 | 2% | 16% | 3% | 5% | 0.0% | 0.4% | -0.1% | -0.3 | 74

5 entries drawn at random from the list so far:
SMILES | T cell HTS | T cell HTS vesicle-bound % | Dengue-2 NS5 capping | Salmonella PhoP GFP | Large T inhibition | Rac1 GTP hydrolysis | RSV CPE inhibition | West Nile virus CPE | UTI89 phage lysis | NTR1 ag | NTR1 ag cell count 20 µM | others
CCCCCCCOc1ccc(C(=O)Nc2cccnc2)cc1 | i | 46 | 6% | 3% | 8% | -1% | 1.8% | -0.1% | -0.7% | 1.4 | 60
CC(/C=N\NC(=O)CN1CCN(Cc2ccccc2)CC1)=C\c1ccco1 | i | 36 | 0% | -7% | 14% | 12% | 1.1% | 0.0% | 0.1% | -0.1 | 72
CCOC(=O)CSc1n[nH]c(NC(C)=O)n1 | i | 62 | -4% | -9% | 5% | 2% | 3.1% | -0.5% | 0.5% | -0.4 | 95
CC(C)N1CCN(S(=O)(=O)c2ccc3ccccc3c2)CC1 | i | 58 | 0% | -3% | 6% | 30% | -0.2% | -0.1% | 0.1% | 2.6 | 47 | Dengue-2 NS5 capping pilot replicate=-3.4
Cc1cc(Cl)ccc1NC(=O)CN1C(=O)C(=O)N(C2CCCC2)C1=O | i | 42 | -3% | . | . | 10% | 0.5% | . | 0.8%[50 µM] | -1.1 | 58

(continued)
SMILES | T cell HTS | T cell HTS vesicle-bound % | Dengue-2 NS5 capping | Salmonella PhoP GFP | Large T inhibition | Rac1 GTP hydrolysis | RSV CPE inhibition | West Nile virus CPE | UTI89 phage lysis | NTR1 ag | NTR1 ag cell count 20 µM | others
COc1ccc(-n2c(=O)c3c4c(sc3n(CC(=O)NCc3ccco3)c2=O)CCC4)c(OC)c1 | i | 53 | 0% | -9% | 4% | 8% | -2.1% | -0.2% | -0.1% | -1.4 | 80
CCOc1ccc2nc(SC3CC(=O)N(c4ccc(C)cc4)C3=O)sc2c1 (stereo not given) | i | 45 | -1% | 3% | -4% | 8% | 4.2% | -0.1% | 0.2% | 4.3 | 50
COc1ccc(-n2nc3ccc(NS(C)(=O)=O)cc3n2)cc1Cl | i | 30 | -12% | 3% | 5% | -6% | 1.7% | -0.1% | -0.3% | 1.7 | 48
O=C(CCNS(=O)(=O)c1cccs1)N1CCN(c2ccc(F)cc2)CC1 | i | 37 | -7% | 0% | 6% | 8% | 0.5% | -0.8% | 0.7% | -0.5 | 42
O=C(O)c1cccc(CSc2nnc(-c3cccnc3)o2)c1 | . | . | -5% | . | . | 9% | . | 0.9% | 0.0% | 2.8 | 53
COc1ccc(OCCNC(=O)C(Cc2c[nH]c3ccccc23)NC(C)=O)cc1 (stereo not given) | i | 36 | -5% | 4% | 10% | 4% | -1.3% | 1.5% | 0.6% | 0.3 | 75
CCCc1nnc(NC(=O)CCC(=O)N2CCC(Cc3ccccc3)CC2)s1 | i | 0 | 5% | -6% | 14% | 2% | 13% | -0.3% | -0.1% | 1.8 | 65
O=C(Nc1cccnc1)c1ccc(CN2CCc3ccccc3C2)cc1 | i | 36 | -2% | 7% | 13% | 9% | 8.5% | 0.0% | -0.4% | -2.0 | 66
CC(=O)Nc1ccc(-c2cc(C(=O)O)c3ccccc3n2)cc1 | i | 33 | -1% | -11% | 16% | 5% | 0.8% | 0.0% | 0.1% | 0.8 | 55
O=C(OCC(=O)c1ccc[nH]1)c1ccc(C(F)(F)F)cc1 | i | 48 | -4% | . | . | 5% | . | . | 0.6% | 2.3 | 49
COCc1ccc(C(=O)NC(C)c2cnn(-c3ccccc3C)c2C)o1 (stereo not given) | i | 35 | -5% | . | 12% | 5% | 1.0% | 0.0% | 2.7%[50 µM] | 0.7 | 66
Cc1ccc(NC(=O)Cc2nnc(SCC(=O)Nc3ccc(N4CCOCC4)cc3)n2C)cc1 | i | 27 | -10% | -4% | 9% | 1% | 0.6% | 0.1% | 0.3% | 1.8 | 48
